Rac1 GTP hydrolysis: MgcRacGAP GTPase-activating activity inhibitors, confirmation, biochemical, ADP Hunter fluorescence; MgcRacGAP-stimulated Rac1 GTP hydrolysis, ADP Hunter fluorescence; higher % means a stronger effect; GST-tagged Rac1 F28L mutant substrate; inhibition, % at 30 µM; hits with a dose series show IC50 in µM; actives 0.6% (n = 340,000);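 active means first-screen hits whose inhibition reached a set limit at any dose in the follow-up dose series; inconclusive means inhibition above the set first-screen limit but never retested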;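 further: fluorescence reports GDP produced by GAP-driven GTP hydrolysis; strong numbers were not always called active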
K1F lysis inhibition: protection from phage-mediated lysis, alamar blue read-out – E. coli UTI89, K1F phage, bacterial capsule biogenesis inhibitors (AID 488966); E. coli UTI89 K1F phage lysis, alamar blue, 2 h; higher % means a stronger effect; inhibition, % at 100 µM; hits with a dose series show IC50 in µM; actives 0.02% (n = 340,000);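 active means phage lysis inhibition, versus mean bacterial control, above a set limit; inconclusive means no clear call, values can overlap the other calls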;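 further: capsule biogenesis inhibitors block K1F phage lysis so surviving cells raise fluorescence; higher fluorescence means more inhibition of phage lysis; actives were called in the ten point dose series up to 300 µM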
Salmonella PhoP GFP: inhibitors of PhoP regulon expression, primary screen, Salmonella Typhimurium, GFP reporter (AID 1863). S. Typhimurium PhoP-regulated promoter GFP reporter, 4 h; higher % means a stronger effect. one-dose inhibition, % at 50 µM; IC50 in µM for titrated hits. actives 0.16% (n = 300,000);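 active means inhibition over 29.93%, a cutoff 3 SD above the screen mean, later confirmed by dose response; inconclusive means inhibition over 29.93% but no dose response follow-up; inactive means inhibition at most 29.93% or unconfirmed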;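 further: 0% = low Mg2+ inducing control and 100% = high Mg2+ repressing control; strong numbers were not always called active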
NTR1 ag: NTR1-driven beta-arrestin-GFP spot formation – imaging, U2OS cells, high content, primary screen (AID 493036); actives 0.17% (n = 330,000); activation, % at 20 µM; P30989; agonist mode;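 active means activation at or above 40% of the spot to cytoplasm intensity ratio, with at least 20 cells analyzed; inconclusive means wells under 20 cells, flagged as cytotoxic or low count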;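 further: 0% = DMSO without peptide and 100% = 100 nM NTR1 peptide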
Target sequence (P30989 whole entry, looked up): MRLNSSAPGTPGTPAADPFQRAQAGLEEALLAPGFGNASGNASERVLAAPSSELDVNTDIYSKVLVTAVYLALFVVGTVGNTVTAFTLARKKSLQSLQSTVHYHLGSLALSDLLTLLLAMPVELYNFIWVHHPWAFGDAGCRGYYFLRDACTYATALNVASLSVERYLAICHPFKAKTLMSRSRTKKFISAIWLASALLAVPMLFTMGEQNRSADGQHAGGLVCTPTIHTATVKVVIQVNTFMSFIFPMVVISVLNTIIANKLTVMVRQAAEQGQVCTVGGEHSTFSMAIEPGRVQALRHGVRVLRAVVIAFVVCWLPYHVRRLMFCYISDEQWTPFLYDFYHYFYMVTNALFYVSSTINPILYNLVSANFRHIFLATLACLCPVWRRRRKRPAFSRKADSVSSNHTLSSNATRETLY
Myeloid diff 2: myeloid differentiation induction; ER-HoxA9 myeloid progenitors, lysozyme-GFP differentiation, flow cytometry; calls only at 10 µM; actives 1% (n = 360,000);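 active means normalized GFP-positive differentiation at or above the plate's own cutoff, the solvent-only control mean plus 3 SD; inconclusive means no clear call, values can overlap the other calls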;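 further: cells exposed to compound for four days before flow analysis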
T cell HTS: T cell immune modulators affecting CD8 T cell-vesicle binding; 2C CD8+ T cell-vesicle binding, flow cytometry; hits give low values; calls only at 7 µM; actives 0.068% (n = 330,000);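 active means response, share of CD8 T cells binding vesicles, and their 90th percentile fluorescence all below set limits, cut at about 80% in these data, passing the limit was not always enough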
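material = purified 2C TCR transgenic mouse naive CD8+ T cells | controls = Unloaded micro-vesicles (low), QL9 vesicles with 0.7% DMSO (high) | detection = cytometric PE anti-B7-1 and Alexa647 anti-CD8 signals after 1% paraformaldehyde fixation | incubation = binding step 1.5 h, 37 °C, antibody labelling 20 min, ice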
Large T inhibition: SV40 large T antigen inhibitors, biochemical (AID 1903); one-dose inhibition, % at 20 µM; IC50 in µM for titrated hits; actives 0.39% (n = 310,000); SV40 large T antigen ATPase/helicase inhibition assay; higher % means a stronger effect; in the data active means a potency from the dose series; inconclusive means inhibition mostly from about 32% at the one dose, without a potency; inactive means the rest, 99 in 100 with inhibition below about 32%; further: strong numbers were not always called active
RSV CPE inhibition: inhibition of RSV-induced cytopathic effect – HEp-2 cells, primary 10 µM value included (AID 2391); actives 0.13% (n = 310,000); CPE inhibition, % at 10 µM, or IC50 in µM where a hit was titrated; HEp-2 cells, RSV-induced CPE inhibition; higher % means a stronger effect; in the data active means a potency from the dose series; inconclusive means CPE inhibition mostly from about 23% at the one dose, without a potency; inactive means the rest, 99 in 100 with CPE inhibition below about 21%; further: strong numbers were not always called active
TNAP activation fold: stimulation of alkaline phosphatase TNAP activity – biochemical, luminescent, no phosphate acceptor, uHTS, primary screen (AID 1001); purified TNAP, luminescent activation assay, no phosphate acceptor; higher activation fold means a stronger effect; one-dose activation fold at 20 µM; EC50 in µM for titrated hits; actives 0.03% (n = 200,000); in the data active means activation fold from about 3, or a potency from the dose series; inactive means the rest, 99 in 100 with activation fold below about 1.6; further: many of its hits are not listed in these tables
T cell HTS vesicle-bound %: also measured in T cell HTS; calls as there; double positive events, %; measured here: CD8+ vesicle-bound cell fraction;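 binding gate set so that unloaded-vesicle control wells show 10% double positive cells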
NTR1 ag cell count 20 µM: further read-out of NTR1 ag, marked with its call; cell count; measured here: cell count, cytotoxicity flag
Myeloid diff 2 GFP+ MAC1+ %: recorded beside Myeloid diff 2, whose call it bears; GFP+ MAC1+ double positive, %; measured here: differentiation confirmed by MAC1 staining
An asterisk follows results filed as active; i = inactive; ? = inconclusive; nt = not tested or not shown; + = active, no number; [ ] = dose if it differs, or a comment.

SMILES	Rac1 GTP hydrolysis	K1F lysis inhibition	Salmonella PhoP GFP	NTR1 ag	NTR1 ag cell count 20 µM	Myeloid diff 2	Myeloid diff 2 GFP+ MAC1+ %	T cell HTS	T cell HTS vesicle-bound %	Large T inhibition	RSV CPE inhibition	TNAP activation fold
COc1cc(C(=S)NCc2ccccc2)cc(Br)c1O	38%	1.1%	-2%	1.1	45	i	0.0	i	44	29%	15%	1.1
Cc1nnc(NC(=O)c2cc3ccccc3o2)s1	6%	1.5%	-1%	0.6	42	i	3.2	i	36	4%	-0.2%	nt
COc1ccccc1-c1nnc(NC(=O)C2=COCCO2)o1	7%	3.4%	3%	-0.5	35	i	0.1	i	42	21%	0.0%	1
CC(C)c1ccc(NC(=O)C(c2ccccc2)N2CCOCC2)cc1 (centres undefined)	6%	-1.1%	-3%	-2.6	54	i	1.9	i	49	2%	2.1%	1.1
O=C(Nc1cccc(Cl)c1)ON=C1c2ccccc2-c2ccccc21	15%	0.5%	1%	0.5	53	i	5.0	i	62	-5%	20%	1.1
O=C(CSc1nnc(-c2ccncc2)o1)Nc1ccccc1Cl	2%	0.4%	4%	-0.5	52	i	0.8	i	27	2%	0.7%	1.1
Oc1ccccc1-c1cc(-c2ccco2)[nH]n1	4%	-0.6%	16%	1.4	83	i	1.6	i	24	2%	12%	1.7
Cc1cc(C2=NNC(=NC3CC3)SC2)c(C)n1-c1ccccc1F	8%	0.4%	20%	1.1	71	i	0.6	i	47	10%	22%	1.1
Cc1ccc(CNC(=O)C(CC(C)C)OC(=O)c2ccco2)cc1 (centres undefined)	1%	0.1%	-1%	-0.4	39	i	0.9	i	28	4%	-0.3%	nt
COc1ccc(Nc2nnc(SCC(=O)N3CC(=O)Nc4ccccc43)s2)cc1	-13%	0.1%	-4%	0.0	94	i	0.3	i	62	-6%	3.5%	1
CC(NC(=O)c1cc(-c2ccncc2)nc2ccc(Br)cc12)C1CCCO1 (centres undefined)	7%	3.2%[50 µM]	3%	-0.6	56	i	0.9	i	16	19%	0.9%	nt
COc1cccc(CN2CCN(Cc3cc4ccccc4[nH]3)CC2CCO)c1 (centres undefined)	14%	0.3%	-2%	-0.3	66	i	0.7	i	56	10%	-2.5%	nt
CSC1=NCCN1C(=O)c1ccc(C)cc1	4%	0.6%	-5%	0.4	61	i	0.1	i	45	7%	0.5%	1.1
CCc1ccc(-c2cc(C)no2)cc1S(=O)(=O)NCCN1CCC(C)CC1	6%	0.3%	-3%	-0.3	50	i	0.3	i	33	6%	-0.5%	nt
CCc1ccc(C(C)NC(=O)c2ccc(F)cc2)cc1 (centres undefined)	3%	1.3%	3%	-3.0	45	i	0.9	i	43	1%	2.3%	1.1
OC(COCc1ccccc1)CN1CCN(c2ccccc2)CC1 (centres undefined)	3%	1.3%	3%	-2.7	80	i	0.4	i	39	15%	0.6%	1.1
CN(Cc1nc2ccc(F)cc2[nH]1)Cc1nc(CC2CC2)no1	10%	-0.1%	nt	-0.3	82	i	0.1	i	40	nt	-0.8%	1.2
CC(=O)N1N=C(c2ccc(Br)cc2)OC1(C)CC(=O)Nc1ccccc1 (centres undefined)	11%	2.1%	-6%	0.2	67	i	0.2	i	42	7%	2.0%	1.1
CC(C)c1nnc(NC(=O)COc2ccc3ccccc3c2)s1	3%	0.4%[50 µM]	-4%	-0.2	60	i	0.4	i	8	9%	0.9%	nt
O=S(=O)(c1ccc(F)cc1)N1CCCN(c2nccc(C(F)(F)F)n2)CC1	6%	-0.1%	1%	1.5	54	i	0.4	i	50	-2%	3.5%	nt
O=C(CSc1ccc2ccccc2n1)N/N=C/c1ccccc1O	4%	-0.6%[50 µM]	11%	6.3	95	i	0.4	i	13	2%	3.9%	nt
N#Cc1c(N2CCOCC2)nc(-c2ccco2)c2c1CCCC2	9%	2.1%	-2%	5.2	66	i	0.7	i	5	13%	-1.2%	1.1
O=C(Cc1cc(=O)oc2cc(O)ccc12)NCC1CCC(C(=O)O)CC1 (centres undefined)	9%	0.5%	-1%	0.0	79	i	0.6	i	10	5%	1.1%	1.1
Cc1nc(-c2ccc(S(=O)(=O)N3CCOCC3)cc2)cs1	7%	-0.2%	11%	0.5	59	i	4.0	i	28	-3%	0.5%	nt

Looked up above.
`CN(Cc1nc2ccc(F)cc2[nH]1)Cc1nc(CC2CC2)no1` – TNAP activation fold: 1.2
`CC(=O)N1N=C(c2ccc(Br)cc2)OC1(C)CC(=O)Nc1ccccc1` (centres undefined) – TNAP activation fold: 1.1

(more compounds)
SMILES	Rac1 GTP hydrolysis	K1F lysis inhibition	Salmonella PhoP GFP	NTR1 ag	NTR1 ag cell count 20 µM	Myeloid diff 2	Myeloid diff 2 GFP+ MAC1+ %	T cell HTS	T cell HTS vesicle-bound %	Large T inhibition	RSV CPE inhibition	TNAP activation fold
COc1ccccc1CN(Cc1cc2cc(C)ccc2[nH]c1=O)Cc1nnnn1CC1CCCO1 (centres undefined)	7%	1.7%	-12%	1.9	48	i	2.2	i	19	9%	1.7%	1
Cn1cccc1CNC(=S)Nc1cc(F)cc(F)c1	7%	-0.3%	-2%	1.3	54	i	0.7	i	50	21%	-0.9%	1.1
Cc1ccc(C(=O)c2ccccc2C(=O)OCC(=O)NC(C)(C)C)cc1	6%	0.5%	-5%	1.3	65	i	0.3	i	65	1%	3.1%	1.1
CCOC(=O)c1nn(-c2ccccc2C)c2nc(-c3ccc(C)cc3)c(C#N)c(=O)n12	8%	-0.8%	2%	5.2	37	nt	nt	i	44	1%	2.0%	1.1
CC1(C)Cc2noc(N)c2C(C)(C)N1OC(=O)c1ccco1	7%	1.4%	-3%	3.1	66	i	0.5	i	27	3%	2.9%	1
O=C(COC(=O)COc1ccccc1)Nc1ccc(Cl)cn1	-1%	0.3%[50 µM]	nt	7.3	47	i	0.1	i	32	nt	0.0%	nt
Cc1cc(=O)nc2c3ccccc3n(CC(=O)NCCCN3CCOCC3)n12	1%	-0.3%	6%	1.3	62	i	3.1	i	27	8%	nt	nt
Cc1ccccc1Nc1nc(N)nc(COC(=O)c2cccc(S(=O)(=O)NCc3ccccc3)c2)n1	5%	1.7%	24%	11	44	i	0.4	i	43	2%	?	1.1
CN1CCc2c(sc(NC(=O)c3ccc([N+](=O)[O-])o3)c2C(N)=O)C1	12%	0.1%	53µM*	0.0	61	?	nt	i	25	7%	-1.3%	nt
O=C(c1csc2c1CCCC2)n1cccn1	6%	-0.5%[50 µM]	nt	-0.7	74	i	0.3	i	16	5%	0.7%	nt
O=C(CCc1ccccc1)NCc1ccc2c(c1)OCO2	12%	0.2%	2%	-0.6	45	i	0.4	i	62	9%	1.4%	nt
CC1SC(c2ccc(Cl)cc2)NC1=O (centres undefined)	7%	0.5%	-4%	1.6	39	i	0.6	i	41	11%	2.7%	1.2
C[C@@H](NC(=O)OC(C)(C)C)c1nnc(S(=O)(=O)Cc2ccccc2)o1	nt	nt	-11%	20	48	nt	nt	i	17	11%	-0.2%	nt
Cn1c2c(c(=O)n1-c1ccccc1)CSCC2	-6%	-0.6%	nt	0.4	48	i	1.2	i	22	16%	0.3%	nt
CCC1COCCS(=O)(=O)N1Cc1cccc(C(F)(F)F)c1 (centres undefined)	6%	0.8%	nt	-3.0	98	i	0.9	i	25	4%	0.2%	nt
Cc1ccccc1N1CCN(C2CCCN(C(=O)c3snnc3C)C2)CC1 (centres undefined)	11%	-0.1%	-5%	0.4	55	i	0.8	i	20	10%	1.5%	nt
C[C@H](NC(=O)c1nc[nH]c1C(=O)NCC(=O)OCc1ccccc1)c1ccccc1	15%	0.5%	11%	12	59	i	1.4	i	28	11%	-0.5%	nt
COc1ccccc1NC(=O)CSc1nnc(CC(=O)Nc2ccccc2)n1C	0%	0.9%	-6%	-1.2	66	i	0.9	i	39	3%	0.6%	1.1
O=C1c2nc3cc(-c4ccccc4)[nH]n3c(=O)c2CN1Cc1ccccc1	nt	nt	-11%	0.2	56	nt	nt	i	34	24%	-0.5%	nt
CCOc1cc(C)c(-c2onc(C(F)(F)F)c2-c2csc(C)n2)c(O)c1	13%	7.5%	-2%	10	66	i	0.7	i	46	0%	-1.7%	1
O=C(CN(C(=O)c1csnn1)c1cccc2ccccc12)NC1CCCC1	1%	-0.4%	4%	0.6	48	i	0.4	i	50	23%	-0.3%	1.1
COc1ccc(CCNC(=O)c2ccc(N(C)S(=O)(=O)c3ccccc3)cc2)cc1	6%	0.1%	-10%	-0.5	51	i	0.0	i	36	12%	?	nt
Cc1ccccc1OCC(=O)OCC(=O)NCC1CCCCC1	5%	-0.1%[50 µM]	nt	0.1	59	i	0.6	i	52	nt	nt	nt
CCOC(=O)Cn1c(-c2nonc2NC(=O)c2ccccc2F)nc2ccccc21	6%	0.4%	-9%	2.1	73	+	2.8*	i	16	3%	4.6µM*	1.1
NS(=O)(=O)c1ccc(CCNC(=O)C2CCCO2)cc1 (centres undefined)	16%	1.0%	2%	1.7	63	i	0.2	i	29	9%	2.3%	nt
COc1ccc(/C=N/n2c(-c3ccco3)nc3ccccc3c2=O)cc1	6%	1.3%	-5%	-1.2	65	i	0.4	i	23	5%	1.1%	1.1
CCC(C)/C(C)=N/NC(=O)c1cn(-c2ccccc2)nc1-c1ccccc1 (centres undefined)	3%	-0.3%	-1%	4.0	46	i	0.9	i	45	9%	4.8%	1.2
COc1ccc(-n2nc(C(=O)NCC(=O)N(C)Cc3ccccc3)c3ccccc3c2=O)cc1OC	3%	-0.3%	2%	2.2	63	i	0.6	i	38	7%	3.0%	nt
CCCc1nc2c(o1)CC(CC(C)SCC)CC2=O (centres undefined)	-8%	0.1%	38%	0.6	52	i	1.8	i	49	5%	0.9%	1.1
CC(C)NC(=O)C1CCN(C(=O)N(C)C)CC1	-3%	-0.3%	-7%	-0.1	38	i	11	i	61	3%	0.0%	1

Compound activity: PubChem BioAssay, several laboratories

This is a random part of the collection, and some 2.3% of all compounds hit somewhere here.
